# Source: PubChem BioAssay (Small Molecule Screening Facility, UW Madison)
# RMI FANCM FP: RMI-FANCM interaction inhibition | Fluorescence polarization, RMI core complex with F-MM2 peptide; active compounds read low | FP signal (polarization) at 33 µM | 70,000 tested, 0.58% active; in the data active = FP signal below about 40; also: inactives centre near 61; strong numbers were not always called active; unit not given here
# The depositor's hits bear a star; & = joins results of further samples. Only part of the results is shown; rates above refer to the full screens.
RMI FANCM FP	mol
51	COC(=O)c1sc(-c2cccs2)cc1NS(=O)(=O)c1cc(Cl)sc1Cl
126	Cc1ccc(-c2ccc(N3CCN(S(=O)(=O)c4ccc(F)cc4F)CC3)nn2)cc1C
65	NC(=O)c1ccccc1NC(=O)Cc1csc(Nc2cccc(Cl)c2)n1
96	N#Cc1c(C(F)(F)F)cc(-c2ccccc2)nc1SCCC(N)=O
61	COc1ccc(/C=C2\CN(C)C/C(=C\c3ccc(OC)c(OC)c3)C2=O)cc1OC
62	O=C(Cc1cc(=O)[nH]c(SCc2ccccc2)n1)NCc1cccs1
73	COc1ccc(-c2cc(C(=O)N3CCC(Cc4ccccc4)CC3)no2)cc1
66	O=C(CCCc1ccccc1)NCCn1nc(-c2ccncc2)ccc1=O
73	Cc1cccc(NC(=O)COc2cccc3c2CCN(Cc2ccccc2)C3=O)c1C
71	CCCCCOc1ccc(C(=O)Nc2ccccc2-c2nc3ccccc3o2)cc1
76	CCOc1ccc(-c2ccc(=O)n(CCNC(=O)Nc3ccc(C(F)(F)F)cc3)n2)cc1
64	CCC(C(=O)N1CCN(Cc2nc(-c3ccco3)cs2)CC1)c1ccccc1 (centres undefined)

# More structures follow.
RMI FANCM FP	mol
68	CC1Oc2ccccc2OC1C(=O)O (centres undefined)
67	Cc1cccc(OC(C)C(=O)NCCCn2nc(-c3ccccc3)ccc2=O)c1C (centres undefined)
49	C(=NCCc1ccccc1)c1ccccc1
57	CCOc1ccc(N(C)S(=O)(=O)c2ccsc2-c2nc(-c3cccc(Cl)c3)no2)cc1
60	NNC(=O)CCN(Cc1ccco1)S(=O)(=O)c1ccc(Cl)cc1
61	CC(C)Oc1ccc(C(=O)NCCn2ncc3c(NCc4ccc(F)cc4)ncnc32)cc1
53	O=c1cc(CO)oc(CO)c1O
66	CSc1cccc2sc(N3CCN(C(=O)c4c(F)cccc4Cl)CC3)nc12
54	Cc1ccc(-c2csc(NC(=O)c3cccc(Cl)c3)n2)c(C)c1
12	CC(=O)c1sc2nc(-c3ccco3)c3c(c2c1N)CCCC3
47	CCOC(Cc1nnc(SCC(=O)c2ccc(Cl)cc2Cl)n1C)OCC
68	CCOc1ccc(CC(=O)NCCNC(=O)c2ccc(NC(=O)C3CC3)cc2)cc1

# Remaining list, next part:
RMI FANCM FP	mol
63	O=C(OC(c1ccccc1)c1nccc2ccccc12)c1ccco1 (centres undefined)
64	Cc1ccc(-c2nnc(-c3cc(-c4ccccc4)nc4ccccc34)o2)cc1
63	Cc1csc(NC(=O)c2ccc(=O)n(C)n2)n1
69	C=CCn1c(CSc2nc3ccccc3s2)nnc1SC/C=C/c1ccccc1
55	CNC(=O)c1cccc2cccc(S(=O)c3ccccc3)c12 (centres undefined)
66	Cc1cc(C(=O)CSc2nnc3ccccn23)c(C)n1-c1cc(Cl)ccc1Cl
62	O=C(NCCOc1ccc2nnc(-c3ccccc3)n2n1)c1ccccc1C(F)(F)F
68	CCOc1cccc2cc(C(=O)Nc3cc(C)nn3C)oc12
62	O=C(N1CCN(Cc2nc(C3CC3)cs2)CC1)C1(c2ccc(Cl)cc2)CCCC1
63	Cc1oc(-c2ccc(Cl)cc2)cc1C(=O)O
65	O=c1[nH]c(=S)c2c(n1CCN1CCNCC1)CCC2
70	Cc1ccc(C)c(N2CCN(c3ccc(S(=O)(=O)C4CCCCC4)nn3)CC2)c1

# New compounds follow:
RMI FANCM FP	mol
69	O=C(CCn1c(=O)oc2ccc(Cl)cc21)Nc1ccccc1C(F)(F)F
66	CCOc1ccc(NC(=O)Cn2c(=O)n(CCCCC(=O)NCC(C)C)c(=O)c3ccccc32)cc1
-12*	COc1ccc(-c2cc(-c3ccc(Cl)cc3)nc3sc(C(=O)NCCc4ccccc4)c(N)c23)cc1
44	CN(/N=C\c1cc(Cl)cc(Cl)c1O)c1ccc([N+](=O)[O-])cn1
56	O=C(CSc1ssc(=S)c1-c1ccccc1)c1cccc([N+](=O)[O-])c1
60	Cc1nc2c(ccc3nc(NC(=O)COc4ccccc4)sc32)s1
64	O=C(Nc1ccc2c(c1)OCCO2)C1CCCN(c2ccc(-c3ccc(Cl)cc3)nn2)C1 (centres undefined)
66	COc1cccc(C(=O)CC2(O)C(=O)Nc3ccc([N+](=O)[O-])cc32)c1 (centres undefined)
57	O=C(Nc1cccc(F)c1)c1cccc([N+](=O)[O-])c1
60	COc1ccc(Cl)cc1NC(=O)/C=C/c1ccccc1O
60	O=c1[nH]c(CSc2ccccn2)nc2ccccc12
71	COC(=O)c1ccc(NC(=O)CSc2nnc(COc3ccc(Cl)cc3)o2)cc1

# The list goes on.
RMI FANCM FP	mol
54	CSc1ccccc1C(=O)N(C(=O)N1CCCCC1)c1ccc(C)cc1
62	CC(=O)c1c(C)nn(CC(O)COc2ccc3c(C)cc(=O)oc3c2)c1C (centres undefined)
68	Cc1ccc(Cl)c2sc(NCCN3CCOCC3)nc12
55	CCOC(=O)c1c(C)oc2c1c(C(c1ccc(OC)cc1)N1CCOCC1)c(O)c1ccccc12 (centres undefined)
63	O=C(Nc1nccs1)C1CCCN(c2ccc(-c3cccs3)nn2)C1 (centres undefined)
68	C=CCN1C(=O)C(C)(C)COc2ccc(NS(=O)(=O)c3ccc(OC)cc3C)cc21
86	CCc1ccc(-c2cc3c(SCC(=O)Nc4cc(OC)c(OC)c(OC)c4)nccn3n2)cc1
68	COc1ccc(OC)c(-c2ccc(=O)n(CCNC(=O)NCc3ccccc3)n2)c1
56	COc1ccc(OC)c(S(=O)(=O)NCCS(=O)(=O)N2CCN(c3ccc(F)cc3)CC2)c1
62	O=C(NNC(=O)c1ccc(=O)n(Cc2ccc(Cl)cc2)c1)c1ccc2ccccc2c1
76	O=C(Nc1ncnc2sccc12)c1ccc(C(=O)c2ccccc2)cc1
57	CCOC(=O)c1oc2ccccc2c1NC(=O)c1cc(Cl)ccc1OC

# Continuation:
RMI FANCM FP	mol
63	CCOC(=O)C1CCCN(C(=O)CCc2c(C)nn(-c3nc(C)cc(=O)[nH]3)c2C)C1 (centres undefined)
62	Cn1cnnc1SCc1ccccc1Cl
100	CCN(CC)CCN(C(=O)c1ccc(C(=O)c2ccccc2)cc1)c1nc2c(OC)cccc2s1
66	CCn1c(=NC(=O)C2CCCN2S(=O)(=O)c2ccc(OC)cc2)sc2cc(C)ccc21 (centres undefined)
55&63	CN(C)c1ccc(C2CC(=O)C=C(NCCc3ccccn3)C2)cc1 (centres undefined)
55	CC(C)(C)C(=O)NCCc1cn2ccccc2n1
62	Cc1nc2c(=O)n(Cc3cccc(F)c3)nc(-c3ccco3)c2s1
72	Cc1ccc(NC(=O)C(=O)NCCN2CCOC(c3ccccc3)C2)cc1Cl (centres undefined)
64	Cc1cc(=O)[nH]c(SCc2ccccc2Cl)n1
54	COc1cccc(CSc2nc(CC(=O)Nc3cc(Cl)ccc3OC)cc(=O)[nH]2)c1
54	O=C(NC1Cc2ccccc2C1)c1nnc(-c2ccccc2)o1
52	Cc1nc2ccccc2c(=O)n1-c1ccc(NS(=O)(=O)c2ccccc2C(F)(F)F)cc1

# (next part)
RMI FANCM FP	mol
63	COc1cc(S(=O)(=O)NCc2ccco2)c(OC)cc1Cl
74	O=C(Nc1ccncc1)c1ccc(CNS(=O)(=O)c2ccccc2F)cc1
62	Cc1cc(C)c2c(n1)nn1c(C)cc(C)nc21
60	Cc1nc(CCNC(=O)c2cccs2)cs1
66	CC(=O)N1CCN(S(=O)(=O)c2ccc(C(=O)Nc3cccnc3)cc2)CC1
56	COC(=O)[C@@]1(C)CCC[C@]2(C)c3ccc(O)c(C(C)C)c3CCC12 (some centres undefined)
60&52	Cc1cc(C(=O)Nc2nc3c(s2)CCc2ccccc2-3)no1
55	CC1(C)O[C@H]2O[C@H](CO)[C@@H](O)[C@H](O)[C@H]2O1
62	CC(C)Oc1ccc(C(=O)NCCCS(=O)(=O)N2CCN(c3ccccn3)CC2)cc1
70	Cc1cc(C(=O)Nc2cc(C)nn2C(C)C)n(C)n1
62	CCSc1ccc(C(=O)N(CCN2CCOCC2)c2nc3ccc(OC)cc3s2)cc1
47	Cc1cnc(NS(=O)(=O)c2ccccc2)c(C)n1

# The list goes on:
RMI FANCM FP	mol
55	COC(=O)c1cccnc1Sc1ccc(C)cc1
57	O=S(=O)(Nc1cccc(-c2ccc(N3CCOCC3)nn2)c1)c1cc(C(F)(F)F)ccc1Cl
62	CC1CCC(C(C)C)C(OP(=O)(OC2CC(C)CCC2C(C)C)C(O)C2COC(C)(C)O2)C1 (centres undefined)
57	COc1ccc(NC(=O)c2ccc3nnc(SCC(=O)Nc4cccc(OC)c4)n3c2)cc1
66	Cc1nn(C(=O)c2sc3ccccc3c2Cl)c(C)c1Sc1ccccc1
57	Cc1nn(C(C)(C)C)c(C)c1/C=N\O
54	Cn1c(SC/C(N)=N\OC(=O)c2cccs2)nnc1-c1ccc(C(C)(C)C)cc1
74	O=C(CSc1nccn2nc(-c3ccc(F)cc3)cc12)Nc1ccc(Oc2ccccc2)cc1
58&66	COc1ccc(-c2noc(C3CCCN(S(=O)(=O)c4ccc5c(c4)CCCC5)C3)n2)cc1OC (centres undefined)
61	O=C(CCc1csc(NC(=O)c2ccc[nH]c2=O)n1)NCc1ccc(F)cc1
66	CCC(=O)Nc1ccc(S(=O)(=O)NCCn2nc(-c3ccncc3)ccc2=O)cc1
68	CC(C)C(=O)Nc1ccc(SCC(=O)NCCc2ccccc2)nn1

# 3 compounds from above, ordered by the number in RMI FANCM FP, highest first:
SMILES | RMI FANCM FP
O=C(CSc1nccn2nc(-c3ccc(F)cc3)cc12)Nc1ccc(Oc2ccccc2)cc1 | 74
CC(C)C(=O)Nc1ccc(SCC(=O)NCCc2ccccc2)nn1 | 68
Cn1c(SC/C(N)=N\OC(=O)c2cccs2)nnc1-c1ccc(C(C)(C)C)cc1 | 54

# Back to the main list with the 7 entries that preceded the break.
RMI FANCM FP	mol
57	Cc1nn(C(C)(C)C)c(C)c1/C=N\O
54	Cn1c(SC/C(N)=N\OC(=O)c2cccs2)nnc1-c1ccc(C(C)(C)C)cc1
74	O=C(CSc1nccn2nc(-c3ccc(F)cc3)cc12)Nc1ccc(Oc2ccccc2)cc1
58&66	COc1ccc(-c2noc(C3CCCN(S(=O)(=O)c4ccc5c(c4)CCCC5)C3)n2)cc1OC (centres undefined)
61	O=C(CCc1csc(NC(=O)c2ccc[nH]c2=O)n1)NCc1ccc(F)cc1
66	CCC(=O)Nc1ccc(S(=O)(=O)NCCn2nc(-c3ccncc3)ccc2=O)cc1
68	CC(C)C(=O)Nc1ccc(SCC(=O)NCCc2ccccc2)nn1
60	CC(C)C(=O)O/N=C(\N)c1ccc(Oc2ccc(Cl)cc2)c([N+](=O)[O-])c1
68	OB(O)c1ccc(OCCN2CCOCC2)cc1
52	CCOc1ccccc1NC(=O)CSC1=NS(=O)(=O)c2cc(F)ccc2N1
59	CC(=O)c1cccc(NC(=O)c2ccc(C(C)(C)C)cc2)c1
56	Cc1cc(C)n(-c2ccc(S(N)(=O)=O)cc2)n1
59	Cn1cnc([N+](=O)[O-])c1Sc1nccc(-c2cccs2)n1
68	COc1ccccc1CNC(=O)Cc1csc2nc(-c3ccc(C)cc3)cn12
84	O=C(Nc1ccncc1NC(=O)c1ccc(-c2ccccc2)cc1)c1ccc(-c2ccccc2)cc1
73	CSc1nccn2nc(-c3ccc(F)cc3)cc12
61	COC(=O)Cn1c(=NC(=O)CN2C(=O)CCC2=O)sc2cc(S(C)(=O)=O)ccc21
80	Cc1cc(C)c2sc(N(CCCN(C)C)C(=O)c3c(F)cccc3F)nc2c1
52	Cc1ccc(NC(=O)C(=O)N2CCC(Cc3ccccc3)CC2)c([N+](=O)[O-])c1

# The results go on.
RMI FANCM FP	mol
60	c1ccc2c(c1)OCC(CNc1ncnc3nc[nH]c13)O2 (centres undefined)
43	Cc1ccc(/C=C2\C(=O)N(c3nc(-c4ccc(Cl)cc4)cs3)N=C2c2ccccc2)o1
54	CC(C)CCNC(=O)C(=O)Nc1ccc(F)c(Cl)c1
59	CCOc1ccc(NC(=O)CC(NCc2ccco2)C(=O)O)cc1 (centres undefined)
57	COc1ccc(NC(=O)Cc2csc(NC(=O)C3CC3)n2)cc1Cl
61	CCC1(c2ccccc2)NC(=O)N(CCS(=O)(=O)Oc2ccc(Cl)cc2Cl)C1=O (centres undefined)
57	CCOC(=O)c1ccc(N2C(=O)CS(=O)(=O)CC2=O)cc1
56	O=C1Nc2ccccc2Oc2ccc(NS(=O)(=O)c3cc(F)ccc3F)cc21
63	COc1ccc(C(=O)Nc2ccc(SC)nn2)cc1
52	O=c1[nH]c2cc(C(F)(F)F)ccc2n1-c1cc(C(F)(F)F)ccc1O
70	Cc1cccc(NC(=O)Cc2coc3c(C)c(C)ccc23)c1C
59	COc1ccc(-c2noc(CSc3nc4ccccc4c(=O)n3C(C)C)n2)c(OC)c1

# The results go on.
RMI FANCM FP	mol
58	Cc1ccc(Oc2ncccc2NS(=O)(=O)c2cccc3nonc23)c2c1CCC2
56	O=C(Nc1cscc1S(=O)(=O)c1ccccc1)c1ccccc1Cl
68	CN(C1CCCCC1)S(=O)(=O)c1ccc(I)cc1
54	COc1cc(OC)c(C=C2C(=O)OC(C)(C)OC2=O)c(OC)c1
61	CSc1cccc(NC2OC(=O)c3ccccc32)c1 (centres undefined)
60	O=c1cc(C(F)(F)F)c2cc3c(cc2[nH]1)OCO3
67	O=C(NCCn1nc(-c2ccncc2)ccc1=O)c1c(F)cccc1Cl
63	COc1ccc(C(=O)NNC(=O)c2cccn(Cc3ccc(F)cc3)c2=O)cc1OC
58	CCOC(=O)CSCC(=O)Nc1nnc(-c2cccc([N+](=O)[O-])c2)s1
83	Cc1ccc(Cl)cc1S(=O)(=O)NCCc1ccc(N2CCCC2)cc1
62	CCCNC(=O)CCCCn1c(=O)c2ccccc2n(CC(=O)Nc2cccc(C)c2)c1=O
66	C=CCN1C(=O)C(C)(C)COc2cc(NS(=O)(=O)c3cccs3)ccc21

# Given in CSV form: entries from further up.
canonical_smiles,RMI FANCM FP
Cc1cc(C(=O)CSc2nnc3ccccn23)c(C)n1-c1cc(Cl)ccc1Cl,66
O=C(NCCOc1ccc2nnc(-c3ccccc3)n2n1)c1ccccc1C(F)(F)F,62
CCOc1cccc2cc(C(=O)Nc3cc(C)nn3C)oc12,68
O=C(N1CCN(Cc2nc(C3CC3)cs2)CC1)C1(c2ccc(Cl)cc2)CCCC1,62
Cc1oc(-c2ccc(Cl)cc2)cc1C(=O)O,63
